# HSP90 refold inh – inhibitors of HSP90 luciferase refolding in rabbit reticulocyte lysate; luciferase refolding luminescence, 3 h; actives 0.91% (n = 290,000); inhibition, % at 5.6 µM;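 active = inhibition above the screen-wide mean plus 3 SD, computed separately per campaign, cut at about 16% in these data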;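 also: 0% = DMSO wells and 100% = 60 µM geldanamycin wells; inhibitors lower the luminescence because luciferase stays unfolded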
# AI-2 QS mod – Vibrio harveyi AI-2 quorum sensing modulation; activity change, % at 7.5 µM; actives 0.4% (n = 300,000); Vibrio harveyi JMH597 AI-2 luminescence/OD600 ratio, 9 h; hits give low values; strain lacks LuxN and CqsS sensors; 0 = neutral-control median; in the data active = activity change below about -75%, passing the limit was not always enough; inconclusive = no clear call, values can overlap the other calls;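 also: luminescence divided by OD600 gain over 9 h not by final OD600 alone; inactives centre near 13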
# GSK3beta inhib – human GSK3beta kinase inhibition | P49841 | GST-GSK3beta kinase, ADP-Glo luminescence, 60 min; hits give low values | activity score (negative = inhibition), % at 10 µM | actives 0.038% (n = 300,000);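 active = more than half of replicate wells score below -50%, meaning over 50% inhibition versus plate controls; inconclusive = some replicates but at most half score below -50%; inactive = no replicate scores below -50%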;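 also: 0% = median DMSO wells and -100% = median GW8510 positive control wells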
# Target sequence (P49841 whole entry, looked up): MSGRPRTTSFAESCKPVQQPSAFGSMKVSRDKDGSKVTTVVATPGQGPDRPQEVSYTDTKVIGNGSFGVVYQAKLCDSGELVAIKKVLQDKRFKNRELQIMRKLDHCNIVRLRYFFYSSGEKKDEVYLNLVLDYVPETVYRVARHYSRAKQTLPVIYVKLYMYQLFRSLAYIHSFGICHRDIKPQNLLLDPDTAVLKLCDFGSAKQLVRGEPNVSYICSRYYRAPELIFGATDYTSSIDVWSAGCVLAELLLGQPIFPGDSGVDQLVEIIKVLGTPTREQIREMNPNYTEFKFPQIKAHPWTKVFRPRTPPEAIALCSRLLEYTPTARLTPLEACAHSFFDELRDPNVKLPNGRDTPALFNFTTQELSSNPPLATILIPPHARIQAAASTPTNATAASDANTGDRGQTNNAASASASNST
#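 Assay system: GST-fused GSK3beta enzyme, cell-free / Medium: Tris pH 7.5 buffer with MgCl2, DTT, BSA, heparin / Also added: peptide substrate plus 25 µM ATP (final) / Compound: 10 µM single point / Timing: kinase reaction with compound 60 min at room temperature / Detection: ADP-Glo luminescence / Benchmarks: DMSO neutral wells and GW8510 at 20 µM as positive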
# aSyn UTR inh – 5' untranslated region of α-synuclein, MLPCN primary screen | alpha-synuclein 5'UTR reporter, inhibitor activity | actives 0.82% (n = 300,000) | inhibition, % (tested at 7.5 µM) | AID 1813; in the data active = inhibition above about 60%; inconclusive = no clear call, values can overlap the other calls;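 also: H4 neuroglioblastoma cells stably carrying SNCA 5'UTR luciferase fusion; 0% = DMSO wells and 100% = positive control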
# KLF5 inhibitor – suppresses KLF5 promoter-driven expression | DLD-1 KLF5 promoter-luciferase reporter, luminescence | inhibition, % at 5 µM | actives 0.23% (n = 290,000);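 active = inhibition above a per-plate limit of that plate's mean compound inhibition plus 3 SD, cut at about 60% in these data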;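 also: 0% = DMSO wells and 100% = LY294002 at 200 µM; higher means less KLF5 promoter-driven luciferase light; inactives centre near -14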
# HSF1 inhib – HSF1 inhibition | NIH3T3-HGL HSE-luciferase, MG132-induced, luminescence 8 h; hits give low values | activity change, negative = inhibition, % at 7.5 µM (by protocol) | actives 0.77% (n = 300,000) | AID 2098;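 active = more than half of replicate wells show activity change below -50%, luminescence cut by over half; inconclusive = some wells, but at most half, below -50%; inactive = no replicate well below -50%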;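 also: luciferase reports HSF-1 transcriptional activity via heat shock element; 0% = median of DMSO wells and -100% = zero luminescence signal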
# HIF activator – HIF pathway transcriptional activation | U2OS HRE-luciferase reporter, luminescence; normalized: DMSO 0%, desferrioxamine 100% | activation, % at 7.5 µM (by protocol) | actives 0.32% (n = 300,000);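 active = mean activation of at least 10% of the iron chelator positive control signal, with at least half of replicates also reaching 10%; inconclusive = mean and replicate majority disagree about reaching 10%; inactive = mean and most replicates under 10%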
# IEC-6 tox – counter-screen for KLF5 inhibitors: cytotoxicity in IEC-6 cells | inhibition, % at 5 µM | actives 0.78% (n = 290,000) | AID 1825 | IEC-6 cytotoxicity, luminescence viability; in the data active = inhibition above about 22%;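 also: 0% = plate median of test compound wells and 100% = cytotoxic reference compound wells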
# HSF1 activator – increases HSF-1 driven luciferase reporter signal. activation, % at 9 µM. actives 1.7% (n = 300,000). NIH3T3-HGL HSF-1 luciferase reporter, MG132, 8 h; 100% = twice DMSO control signal;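 active = mean replicate activation of at least 50% with a set share of replicates each reaching 50%; inconclusive = only one of those two conditions met; inactive = mean below 50% and too few replicates reaching it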;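 also: 0% = median of the neutral control wells and 100% = twice that signal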
# GSK3A inh – blocks human GSK-3 alpha kinase | P49840 | ADP-Glo luminescence, 60 min | inhibition, % at 10 µM | actives 0.1% (n = 320,000);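 in the data active = inhibition above about 50%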;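 also: GST-tagged GSK-3 alpha with peptide substrate and 25 µM ATP; 0% = DMSO neutral wells and 100% = GW8510 positive control wells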
# Target sequence (P49840 whole entry, looked up): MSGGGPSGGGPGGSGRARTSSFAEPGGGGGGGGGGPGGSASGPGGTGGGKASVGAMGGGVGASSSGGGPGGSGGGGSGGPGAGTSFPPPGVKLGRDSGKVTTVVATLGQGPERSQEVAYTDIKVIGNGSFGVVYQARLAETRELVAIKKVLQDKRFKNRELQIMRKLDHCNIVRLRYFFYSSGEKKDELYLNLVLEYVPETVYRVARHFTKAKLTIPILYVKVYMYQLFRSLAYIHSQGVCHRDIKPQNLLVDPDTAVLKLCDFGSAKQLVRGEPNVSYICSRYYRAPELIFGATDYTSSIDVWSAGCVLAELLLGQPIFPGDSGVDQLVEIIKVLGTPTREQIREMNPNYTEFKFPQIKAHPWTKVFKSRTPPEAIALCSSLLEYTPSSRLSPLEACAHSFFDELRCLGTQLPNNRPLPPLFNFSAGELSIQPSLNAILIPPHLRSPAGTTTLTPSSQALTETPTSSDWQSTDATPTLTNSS
# The depositor's hits bear a star; ? = inconclusive; · = no result given. No enrichment for hits. Share with any hit: about 4.7%.
SMILES,HSP90 refold inh,AI-2 QS mod,GSK3beta inhib,aSyn UTR inh,KLF5 inhibitor,HSF1 inhib,HIF activator,IEC-6 tox,HSF1 activator,GSK3A inh
O=C(CSc1nnc(-c2ccccc2)n1-c1ccc(Cl)cc1)N/N=C/c1ccccc1C(=O)O,-3.9,27.8,1.6,-6.6,-24.9,-18.5,-0.1,-2.7,-35.7,-3.7
COC(=O)N1c2ccccc2C=Cc2ccccc21,-2.0,12.0,-0.6,1.1,-44.4,-0.2,0.8,-2.5,0.6,0.4
Cc1ccc(CS(=O)Cc2ccc(C(=O)NCc3ccccc3)o2)cc1 (stereo unspecified),-4.6,20.9,3.1,7.0,-0.8,-0.5,0.1,-0.4,7.7,-0.8
Cc1ccc(C)c(C(C)NC(=O)c2ccc(Br)o2)c1 (stereo unspecified),-2.2,34.7,4.2,-13.2,-30.7,2.8,0.0,-0.7,18.3,-3.5
O=c1[nH]c2cc(Cl)ccc2n1-c1ccccc1,2.2,4.0,-4.5,15.5,-31.8,-1.1,-0.1,-7.3,-11.7,2.2
CC(C)(C)C(=O)NC(=S)Nc1ccccc1C(=O)Nc1ccccc1,-1.7,4.5,-3.9,6.6,-21.5,-10.0,-0.3,0.8,-10.7,1.3
CCN(C(=O)CSc1n[nH]c(-c2cccs2)n1)C1CCS(=O)(=O)C1 (stereo unspecified),3.1,10.8,-14.5,-6.1,-22.2,-11.8,-0.1,2.1,-1.0,-0.3
CCOc1ccccc1N(C)S(=O)(=O)c1ccc2c(c1)CCN2C(=O)CCC(=O)O,-1.7,9.0,2.4,7.0,2.4,2.6,0.6,1.6,-6.5,-1.3
Cc1ccc(/C=C/C(=O)c2nc3ccccc3[nH]2)cc1,10.7,8.3,1.4,-39.9,-17.0,6.9,0.8,-1.3,25.2,-1.8
CC1CC(C)CN(C(=O)COC(=O)c2cccc([N+](=O)[O-])c2)C1 (stereo unspecified),0.4,21.1,2.2,25.2,-16.9,-0.2,0.2,3.5,0.0,-0.8
CCOC(=O)C1=C(C)NC(c2cccs2)C(=O)N1 (stereo unspecified),0.9,2.9,-2.5,8.4,10.2,0.0,0.1,-11.3,24.1,-2.4
CC(=O)Nc1ccc(Oc2cc(N)cc([N+](=O)[O-])c2)cc1,0.3,0.8,-1.0,-4.8,-14.9,1.6,0.2,5.7,14.4,0.1
CCOC(=O)C1CCC(CN(Cc2ccccc2)S(=O)(=O)c2ccc([N+](=O)[O-])cc2)CC1 (stereo unspecified),5.2,20.7,0.6,-1.4,12.1,-2.1,-22.2,-0.2,10.1,-2.0
COc1ccc(C(C)=O)cc1CC(=O)NCCCn1ccnc1,-2.2,30.8,0.0,5.0,-36.1,-5.0,-0.5,-3.6,-9.0,6.5
CCOc1ccc(NC(=S)N2CCN(CCN3C(=O)c4cccc5cccc(c45)C3=O)CC2)cc1,-1.1,11.1,-0.5,-21.7,12.9,-20.5,-0.2,0.5,-17.0,·
COc1cccc(CC(=O)OC(C)C(=O)NCc2ccc3c(c2)OCO3)c1 (stereo unspecified),·,1.6,-0.6,3.9,·,-1.3,0.1,·,-5.5,-2.5
CN(C)C(CNC(=O)c1ccc2c(=O)n(-c3ccccc3F)c(=S)[nH]c2c1)Cc1ccccc1 (stereo unspecified),3.0,11.4,1.1,-17.2,-7.9,-8.5,-0.8,1.7,-17.5,-1.6
COc1cc2c(cc1OC)C(=O)CC(C)S2 (stereo unspecified),-1.1,19.9,-2.3,18.6,-17.5,-5.7,0.1,-4.9,-11.6,0.4
O=C(NNc1ccccc1)/C(=C\c1cccnc1)NC(=O)c1ccccc1,8.0,26.0,1.3,0.6,-10.6,-3.3,-0.5,-1.3,-2.6,-3.7
O=C(CNC(=O)c1ccccc1F)N/N=C/c1cc(Br)ccc1OC(=O)/C=C/c1ccco1,-0.2,0.1,-2.7,?,-14.9,29.1,1.2,0.1,34.2,-0.7
O=C(CSc1nc(COc2ccccc2)nc2ccccc12)NC1CCCC1,1.1,22.0,1.8,-18.1,-21.8,9.4,0.0,3.7,21.0,2.2
CCOc1ccc(NC(=O)C2CCCN(S(=O)(=O)c3c(C)nn(C)c3C)C2)cc1 (stereo unspecified),0.9,11.8,0.4,2.2,-27.4,-1.5,0.5,-0.7,4.5,-1.8
CCN(CC)C(=O)CSc1nnc(-c2cccnc2)n1CCc1ccccc1,4.3,9.1,-1.3,7.2,-14.2,-3.1,-0.4,-13.0,-6.3,-1.4
O=C(CNCCC1=CCCCC1)Nc1ccccc1N1CCCCCC1,1.7,5.4,2.3,15.5,-8.8,-0.4,-0.3,-4.3,-14.4,0.3
CNC(=O)NC(=O)Cn1nc2n(c1=O)-c1ccccc1SC2,-1.0,16.9,0.7,1.2,-0.6,-5.0,-0.4,-5.3,6.0,-1.6
COc1cccc2[nH]c3c(=O)[nH]cnc3c12,3.3,23.7,-2.5,-5.0,-18.4,-2.0,1.6,-1.8,19.8,1.2
COc1ccc(NC(=O)c2ccco2)cc1NC(=O)c1ccccc1[N+](=O)[O-],0.9,12.9,2.8,17.8,-41.5,-1.3,-0.1,1.9,22.9,2.1
Cc1ccc(NC(=O)CN2C(=O)COc3ccc(S(=O)(=O)N4CCCC4)cc32)cc1C,-3.9,18.6,-3.0,-12.1,-5.7,5.9,0.6,-3.5,2.1,-0.7
CN(C(=O)C1CCC(=O)N(CCCN2CCCC2=O)C1)C(C1CC1)C1CC1 (stereo unspecified),-2.7,·,1.6,0.2,-12.4,12.4,0.4,-6.1,38.8,-2.8
CC(NCc1ccc(S(N)(=O)=O)cc1)C(=O)Nc1ccc([N+](=O)[O-])cc1Cl (stereo unspecified),0.8,19.7,-1.6,17.6,-13.7,-4.3,-0.5,4.0,3.3,0.1
Cc1cc(NS(=O)(=O)c2ccc(NC(=O)CN3C(=O)NC(C)(c4ccccc4)C3=O)cc2)nc(C)n1 (stereo unspecified),·,0.7,0.6,11.8,·,1.2,0.2,·,15.0,-4.3
Cc1ccc(S(=O)(=O)N2CCCCC2)cc1C(=O)N(C)CCOc1ccccc1,5.1,12.0,-0.2,0.1,-8.2,-2.3,0.0,2.0,-0.9,3.3
CCN(CC)S(=O)(=O)c1cccc(-c2nn(-c3ccccc3)cc2/C=C(\C#N)C(=O)NCc2ccco2)c1,-0.5,3.4,-1.0,18.0,-40.3,-11.6,-0.7,10.2,1.3,-1.7
Cc1cccc(C)c1OCCSc1nc2ccccc2n1CC(=O)O,0.7,24.6,4.1,7.2,-12.8,-2.0,-1.5,-6.1,10.4,-0.6
CCCCOc1ccccc1C1NC(=O)CCC1[N+](=O)[O-] (stereo unspecified),-1.3,6.8,2.5,11.8,-38.2,1.1,-1.4,-1.6,0.4,-1.9
CCOC(=O)c1nn(-c2ccccc2)c(C#N)c1N,-2.5,6.5,1.4,5.9,-17.4,-10.7,-0.4,0.0,6.8,-4.4
Cc1noc(NC(=O)c2ccccc2Cl)c1C#N,2.5,4.6,0.3,-4.2,0.0,-11.9,-0.4,-2.1,-16.1,-2.6
CCN1CCN(CCc2nc3cc(NC(=O)COc4ccccc4)ccc3n2C)CC1,-1.7,5.0,-0.6,-4.7,-17.0,-3.3,0.8,9.3,8.9,-2.4
C/C=C(\C)C(=O)NNC(=O)c1sc(-c2ccccc2)nc1C,3.0,9.8,1.9,-14.8,7.9,9.5,0.0,1.7,-1.0,-0.8
COc1ccccc1/C=N/NC(=O)Cn1cnc([N+](=O)[O-])n1,3.1,18.7,1.6,-0.8,-3.8,-2.2,-0.1,-2.7,7.3,-0.4
Cc1c(C=O)c(C=O)c(C)n1Cc1ccccc1,1.1,10.2,-1.8,-8.8,56.2,-20.3,0.0,20.2,-13.5,0.3
COc1ccc(-c2cc(O)cc(O)c2)cc1,-1.1,17.7,-2.4,-143.1,-122.0,-2.8,2.9,-4.9,6.7,-1.5
CC(C)(C)c1ccc(C(=O)CSc2ncn[nH]2)cc1,2.5,32.6,2.1,-157.6,-70.2,17.9,2.3,4.7,27.4,-3.5
Cc1cccc(Nc2nc(NCC3CCCO3)nc(N)c2[N+](=O)[O-])c1 (stereo unspecified),-0.5,23.4,-3.5,43.8,13.1,2.0,0.3,0.0,6.5,1.2
O=[N+]([O-])c1ncccc1OCc1ccc(-c2ccccc2)cc1,-1.7,10.0,-2.0,-22.6,-15.5,7.5,1.2,-0.9,15.5,0.2
CCCCCCCCC(=O)NC(NC(=S)N1CCOCC1)C(Cl)(Cl)Cl (stereo unspecified),-2.9,13.4,1.3,1.3,-9.1,2.7,·,1.4,3.8,-1.3
Cc1cc(C)nc(NC(=O)c2cccc(Br)c2)n1,-1.6,10.9,0.8,-7.2,-8.3,-4.7,1.7,12.4,-4.9,0.9
Cc1ccc(C)c(N2CCN(C(=O)CCCOc3cc(=O)n(C)c4ccccc34)CC2)c1,2.0,3.6,2.9,3.7,6.1,11.8,-0.7,-2.7,35.7,-0.4
Cc1nc2ccccn2c1C(=O)CSc1ccccc1Cl,-2.0,19.2,0.5,-15.8,-36.4,6.5,0.3,4.0,23.5,-0.9
CC(C)(C)C(=O)NC1CC2CCCC(C1)N2C(=O)Nc1ccc(Cl)cc1 (stereo unspecified),-5.1,4.9,-0.7,4.5,-17.7,-2.9,0.8,-3.7,1.4,-1.2
O=C(Nc1cccc(-c2nc3ccccc3[nH]2)c1)c1ccc(C(=O)Nc2cccc(-c3nc4ccccc4[nH]3)c2)cc1,7.6,27.9,0.2,-70.2,-27.1,10.7,-1.0,-0.8,9.2,-0.4
CC(C)(C)c1csc(N/N=C/c2cccnc2)n1,1.5,3.5,-1.5,-173.1,-88.2,-0.5,3.8,-6.9,1.0,-2.5
CCN1C(=O)[C@H]2[C@@H](c3ccc(C)cc3)N3C(=O)N(c4cccc(C)c4)C(=O)[C@@]3(Cc3ccccc3)[C@H]2C1=O,-0.7,26.8,2.5,3.9,-33.5,0.0,0.6,-2.3,-4.8,-2.5
COc1cc(S(=O)(=O)N2CCN(Cc3ccc4c(c3)OCO4)CC2)c(C)cc1C,-3.5,21.3,-3.3,0.0,-12.9,-1.0,0.1,-6.6,11.6,-2.2
CC(C)C(=O)NC(=S)Nc1ccccn1,-3.3,26.3,-3.4,-13.4,7.8,-0.7,-15.3,3.0,5.6,-0.9
